CHX counter: counter-screen hit for Shiga toxin inhibitors, cycloheximide. cell reporter, cycloheximide protein synthesis inhibition counterscreen. max response, %. 300,000 compounds, 12% hits. AID 2314; in the data active means max response mostly above about 13%, no sharp cut-off; inactive means mostly below about 14%; further: read at 38.3 µM for the half of the compounds with a filed dose; 0% is about no effect
AMA1 RON2 block: AMA1-RON2 (P. falciparum) interaction inhibition; AlphaScreen AMA1-biotinylated RON2 peptide binding; Potency, µM (top dose mostly 58.2 µM), inactives show top-dose activity change, negative = inhibition, hits mostly inhibitors; 360,000 compounds, 0.2% hits; AID 720542;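 further: potency means the concentration at half of the fitted maximal effect; 0% = vehicle wells and -100% = peptide control; nearly all actives have a fitted effect of over 45% in size; some results filed as inactive show a strong effect at the top dose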
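AMA1 (3D7) with his tag at 25 nM final met compounds first, then biotinylated RON2 peptide at 25 nM; detection used donor plus acceptor beads, 10 µg/mL apiece, read by AlphaScreen after 30 min at room temperature.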
LmPK inh: inhibitors of Leishmania mexicana pyruvate kinase; Q27686; purified LmPK, Kinase-Glo ATP luminescence, 1 h; Potency, µM (top dose mostly 57.5 µM), inactives show at the highest dose activity change, negative = inhibition, hits mostly inhibitors; 290,000 compounds, 0.37% hits; further: potency means the concentration at half of the fitted maximal effect; on the % scale 0 is the no-effect control and ±100 the full control effect
Target sequence (Q27686 whole entry, looked up): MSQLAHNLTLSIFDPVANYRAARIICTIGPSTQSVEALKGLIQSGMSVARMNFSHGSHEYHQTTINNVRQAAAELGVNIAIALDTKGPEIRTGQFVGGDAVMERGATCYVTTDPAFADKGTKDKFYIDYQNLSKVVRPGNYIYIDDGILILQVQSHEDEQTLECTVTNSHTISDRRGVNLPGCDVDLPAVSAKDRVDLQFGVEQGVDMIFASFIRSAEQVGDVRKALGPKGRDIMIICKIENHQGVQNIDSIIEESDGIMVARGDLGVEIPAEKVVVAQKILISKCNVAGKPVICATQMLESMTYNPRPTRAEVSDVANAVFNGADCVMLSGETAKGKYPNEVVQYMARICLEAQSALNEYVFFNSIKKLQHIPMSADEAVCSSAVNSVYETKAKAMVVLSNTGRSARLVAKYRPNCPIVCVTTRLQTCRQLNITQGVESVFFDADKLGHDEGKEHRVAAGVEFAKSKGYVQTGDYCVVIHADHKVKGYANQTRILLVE
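Kinase-Glo luminescence read after 1 h RT reaction of 0.1 nM LmPK with 0.5 mM PEP and 0.1 mM ADP. Activity scaled between uninhibited and enzyme-free controls.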
Shiga toxin inh: inhibitors of Shiga toxin in Vero cells; Vero cells, Shiga toxin protein synthesis inhibition reporter; inhibition, % at 38.7 µM; 290,000 compounds, 9.2% hits; AID 2315; in the data active means inhibition mostly above about 28%, no sharp cut-off; inactive means mostly below about 43%; further: 0% is about no effect
Tb PYK inh: T. brucei pyruvate kinase inhibition | Q57TT1 | TbPYK enzyme, Kinase-Glo Plus ATP luminescence, 45 min | Potency, µM (titrated, usually from 76.8 µM), inactives show at the top dose activity, negative = inhibition, most hits filed as inhibitors | 410,000 compounds, 0.12% hits; further: potency means the concentration at half of the fitted maximal effect; on the % scale 0 is the no-effect control and ±100 the full control effect; nearly all actives have a fitted effect of over 50% in size
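Luminescence from Kinase-Glo Plus, added after a 45-minute room-temperature reaction, served as the end-point read-out. The enzyme and substrate were preincubated with compound before ADP (130 uM final) initiated turnover. Concentration-effect curves came from normalized qHTS data.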
Pf growth 48h: inhibits P. falciparum growth in the first generation, 48 h | Potency, µM (top dose mostly 28.7 µM), for the others: top-dose activity change, negative = inhibition, usual class: inhibitors | P. falciparum luciferase growth in erythrocytes, 48 h | 310,000 compounds, 5.9% hits; further: potency means the concentration at half of the fitted maximal effect; on the % scale 0 is the no-effect control and ±100 the full control effect
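Parasite viability was followed by luminescence of a genomically integrated firefly luciferase. Cultures held 0.1% parasitemia at 2% hematocrit (final), incubated under 5% CO2 at 37 C.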
Pf growth 96h: P. falciparum growth inhibition at 96 hour, primary screen for plastid delayed-death inhibitors. P. falciparum luciferase reporter growth, 96 h. Potency, µM (titrated, usually from 28.7 µM), for the others: top-dose activity change, negative = inhibition, most hits filed as inhibitors. 320,000 compounds, 6.9% hits. AID 504834; further: potency means the concentration at half of the fitted maximal effect; on the % scale 0 is the no-effect control and ±100 the full control effect
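P. falciparum expressing integrated firefly luciferase, in erythrocytes at 2% hematocrit, 0.05% parasitemia, incubated with compounds 96 h at 37 C, 5% CO2. Growth inhibition read as loss of luminescence; two-generation exposure targets delayed-death apicoplast inhibitors.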
Numbers without * were called inactive; ? = inconclusive; · = not tested or not shown; & = joins results of further samples; [ ] = dose if it differs, or a comment. Unless noted, the call rests on the fitted dose curve; in most records, active means well fitted curve in the direction sought with a large enough effect; inconclusive means small, poorly fitted or top-dose-only effect, or another doubt; inactive means no such curve, though single readings can be large; an effect the other way counts as inactive or inconclusive.

1. CCOc1cccc(-c2nnc(SCC(=O)Nc3ccc(OC)c(OC)c3)n2N)c1
2. Cc1cc(/N=C/N(C)C)on1
3. CN(C)C(/C=C/Nc1ccc(F)cc1F)=C(C#N)C#N
4. FC(F)(F)c1cc(Oc2ccccc2)ncc1-c1nnc(-c2ccccc2Cl)o1
5. COCCOC(=O)C1=C(C)N=c2s/c(=C\c3cccs3)c(=O)n2C1c1cccs1 (centres undefined)
6. O=C(Cn1c(CC(=O)N2CCCC2)nc2ccccc21)NCc1ccccc1
7. CS(=O)(=O)c1ccc(C(=O)OCC(=O)NNC(=O)COc2ccc(Cl)cc2)cc1
8. Cc1cccc2[nH]c3c(N4CC=C(c5ccc(F)cc5)CC4)ncnc3c12
9. Cc1ccc(C(=O)Nc2nc(-c3ccc([N+](=O)[O-])cc3)cs2)o1
10. COc1ccc(OC)c(NC(=O)CNC(=O)Cn2cnc3sc(C)cc3c2=O)c1

Compound | 1 | 2 | 3 | 4 | 5 | 6 | 7 | 8 | 9 | 10
CHX counter | 3 | -2 | 9 | -2 | 0 | 16 | · | 2 | 9 | -3
AMA1 RON2 block | 14% | 14% | 7% | 19% | -10% | -5% | 107%[activator] | -28% | -1% | 19%
LmPK inh | 7% | 0% | -2% | 4% | 8% | -2% | · | 1% | 2% | -1%
Shiga toxin inh | 9 | -15 | -5 | -9 | -13 | -12 | · | -4 | -7 | 1
Tb PYK inh | -1% | 1% | -12% | 0% | -2% | 1% | 1% | 1% | -10% | 0%
Pf growth 48h | -5% | -13% | 10% | 0% | 4.1µM* | 1% | 11% | 10µM* | 9% | 24%
Pf growth 96h | -29% | · | 17% | -14% | 8.3µM* | · | -3% | ? | ? | -18%

11. Clc1cccc(Cl)c1CO/N=C/c1c(-c2ccccc2)nc2n1CCS2
12. COCCCNc1nc2c(c(=O)n(Cc3ccc(OC)cc3)c(=O)n2C)n1C
13. CC(OC(=O)c1ccc([N+](=O)[O-])s1)C(=O)Nc1ncc(Cl)cc1Cl (centres undefined)
14. O=C(CSc1nnc(CNc2ccc(F)cc2)n1Cc1ccccc1)NCc1ccco1
15. CC(=O)c1ccc(OCC(=O)N(CCC2=CCCCC2)c2c(N)n(Cc3ccccc3)c(=O)[nH]c2=O)cc1
16. CCc1nnc(NC(=O)CSc2ncc(-c3ccccc3)n2C)s1
17. COc1ccc(C2/C(=C(/O)c3ccc4c(c3)CC(C)O4)C(=O)C(=O)N2CCCn2ccnc2)cc1 (centres undefined)
18. Brc1ccc(-c2nc(N/N=C/c3cccnc3)c3ccccc3n2)cc1
19. CC(=O)Nc1ccc(NS(=O)(=O)c2ccc3c(c2)n(C)c(=O)n3C)cc1
20. N#Cc1ccsc1NC(=O)CSc1ncnc2ccccc12

Compound | 11 | 12 | 13 | 14 | 15 | 16 | 17 | 18 | 19 | 20
CHX counter | -2 | -2 | -3 | -3 | · | 54* | -2 | 32* | -2 | 15*
AMA1 RON2 block | 0% | -3% | -1% | -9% | 9% | -4% | -2% | 56%[activator] | 1% | -8%
LmPK inh | 8% | -1% | -6% | -1% | · | 3% | -1% | -20% | -5% | 9%
Shiga toxin inh | -7 | 11 | -8 | 9 | · | 102* | -2 | 103* | -9 | 12
Tb PYK inh | · | -5% | -9% | 1% | -2% | 10% | 3% | -9% | 4% | -9%
Pf growth 48h | ? | · | -3% | ? | ? | 65%[activator] | -17% | · | 0% | -2%
Pf growth 96h | ? | -26% | 0% | ? | 0% | 25% | 6% | ? | 3% | ·

Shown with bars between the fields: entries from further up.
nr | compound | CHX counter | AMA1 RON2 block | LmPK inh | Shiga toxin inh | Tb PYK inh | Pf growth 48h | Pf growth 96h
2 | Cc1cc(/N=C/N(C)C)on1 | -2 | 14% | 0% | -15 | 1% | -13% | ·
3 | CN(C)C(/C=C/Nc1ccc(F)cc1F)=C(C#N)C#N | 9 | 7% | -2% | -5 | -12% | 10% | 17%
4 | FC(F)(F)c1cc(Oc2ccccc2)ncc1-c1nnc(-c2ccccc2Cl)o1 | -2 | 19% | 4% | -9 | 0% | 0% | -14%
5 | COCCOC(=O)C1=C(C)N=c2s/c(=C\c3cccs3)c(=O)n2C1c1cccs1 (centres undefined) | 0 | -10% | 8% | -13 | -2% | 4.1µM* | 8.3µM*
6 | O=C(Cn1c(CC(=O)N2CCCC2)nc2ccccc21)NCc1ccccc1 | 16 | -5% | -2% | -12 | 1% | 1% | ·
7 | CS(=O)(=O)c1ccc(C(=O)OCC(=O)NNC(=O)COc2ccc(Cl)cc2)cc1 | · | 107%[activator] | · | · | 1% | 11% | -3%

(more compounds)
21. Cc1nn(-c2ccccc2)c(Cl)c1/C=N/Nc1ccc(S(=O)(=O)Nc2ccccc2C(=O)O)cc1[N+](=O)[O-]
22. COc1ccc(CNC(=O)c2nn(C)c3c2CS(=O)(=O)c2ccccc2-3)cc1
23. COc1ccccc1Nc1nc2cc(C)ccc2cc1C#N
24. CCOC(=O)c1c(NC(=S)Nc2ccccc2)sc2c1CCN(CC)C2
25. CCCOc1ccc(C(=O)Nc2ccc(N(C)C)cc2)cc1
26. CCOc1ccc(C2/C(=C(/O)c3ccc(Cl)cc3)C(=O)C(=O)N2CCCN(C)C)cc1OC (centres undefined)
27. CC(=O)OC1OCCOC1NC(=S)Nc1cccc(C(F)(F)F)c1 (centres undefined)
28. CC(=O)NC12CC3CC(C1)CC(C(=O)N(C)CC(=O)Nc1ccccc1Cl)(C3)C2
29. COCC(=O)N1CCC(Oc2ccc(C(=O)NC(C)c3nccs3)cc2)CC1 (centres undefined)
30. Cc1ccc(N(C)C(=O)N2CCN(S(=O)(=O)c3c(C)cc(C)cc3C)CC2)cc1

Compound | 21 | 22 | 23 | 24 | 25 | 26 | 27 | 28 | 29 | 30
CHX counter | 7 | 1 | 2 | 2 | 47* | 1 | 19* | · | -3 | 4
AMA1 RON2 block | -26% | -7% | 11% | 10% | -1% | · | -1% | -1% | 15% | -4%
LmPK inh | -1% | 4% | 11% | 0% | 2% | 3% | 5% | · | -3% | 11%
Shiga toxin inh | -9 | 10 | -3 | 5 | 141* | 8 | 66* | · | -1 | -2
Tb PYK inh | 0% | -1%&-3% | 1% | 3% | -15% | · | -10% | 1% | -3% | ·
Pf growth 48h | ? | ? | 17% | 6.6µM* | 186%[activator] | 0% | 22% | -4% | 13% | ·
Pf growth 96h | ? | -24% | 16% | 58%[activator] | · | -20% | 23% | 6% | 49%[activator] | ?

31. CCC1(c2ccccc2)NC(=O)N(CC(=O)NCc2ccc(C)cc2)C1=O (centres undefined)
32. COC(=O)c1cn(CC(=O)N2CCCCC2C)c2ccccc12 (centres undefined)
33. CCC1CCCCN1C(=O)CSc1nc(N)cc(N)n1 (centres undefined)
34. O=C(Nc1ccccc1C(=O)N1CCOCC1)C1CC(=O)N(C2CCCC2)C1 (centres undefined)
35. O=C(NNC(=O)c1cccnc1)Nc1cccc2ccccc12
36. CC(=O)c1cc2c(cc1NS(=O)(=O)c1cccc(C(=O)O)c1)OCO2
37. COc1ccc(C(=O)Nc2ccccc2C(=O)Nc2ccccc2C(=O)O)cc1
38. Nc1nc(C(c2ccccc2)c2ccccc2)cs1
39. CCCCCN1CC(=O)N2Cc3[nH]c4ccccc4c3C[C@H]2C1=O
40. CCOc1cc(NC(=S)NCC2CCCO2)c(OCC)cc1NC(=O)c1ccccc1C (centres undefined)

Compound | 31 | 32 | 33 | 34 | 35 | 36 | 37 | 38 | 39 | 40
CHX counter | -3 | -2 | 2 | -3 | 8 | -3 | 29* | -2 | 8 | -5
AMA1 RON2 block | -4% | -19% | 9% | -16% | 30% | 0% | -8% | -18% | -1% | 9%
LmPK inh | 0% | -2% | -3% | 2% | 0% | -1% | 2% | 4% | 1% | 0%
Shiga toxin inh | 2 | 40 | 5 | -4 | -4 | -2 | · | -2 | -7 | 18
Tb PYK inh | 2% | 4% | 2% | 0% | 6% | 0% | -2% | 5% | -1% | -4%
Pf growth 48h | -15% | 6% | 2% | 3% | 41%[activator] | 12% | -2% | -20% | ? | -5%
Pf growth 96h | 6% | ? | -17% | ? | ? | 283%[activator] | -69% | -23% | ? | ?

41. Cc1ccc(C)c(NC(=O)CSc2nccn2Cc2ccco2)c1
42. COc1ccc(/C=C2/SC(=S)N(n3c(C)ccc3C)C2=O)cc1
43. O=C(OCc1ccc(-c2ccccc2)cc1)c1cccc(O)c1
44. Cc1oc(-c2ccccc2)nc1C(=O)OCC(=O)NCc1ccc(Cl)cc1
45. Cc1nn(C)cc1C(C(=O)NC1CCCCC1)N(Cc1ccccc1Cl)C(=O)c1cnccn1 (centres undefined)
46. Cc1nn(C)c(C(=O)NCc2ccc(Cl)cc2)c1Cl
47. COc1ccc(C(=O)C2CCCN(Cc3cccn3-c3nccs3)C2)cc1OC (centres undefined)
48. Cc1cc2c(SCC(=O)NC3CCCCC3)ncnc2s1
49. COc1ccc(C(=O)N2CCN(Cc3ccccn3)CC2)cc1
50. CC(C)N(Cc1ccccc1)C(=O)CN1C(=O)COc2ccc(S(=O)(=O)NC3CCCC3)cc21

Compound | 41 | 42 | 43 | 44 | 45 | 46 | 47 | 48 | 49 | 50
CHX counter | 24* | 4 | 58* | · | -2 | -3 | -3 | -2 | -1 | -2
AMA1 RON2 block | -9% | ? | -9% | 2% | -26% | -4%[11.6 µM] | -6% | -1% | -2% | -8%
LmPK inh | 0% | 2% | -4% | · | 3% | 2% | -1% | 0% | -5% | 1%
Shiga toxin inh | 54* | -3 | 81* | · | 7 | 5 | -20 | 19 | 4 | 1
Tb PYK inh | 1% | -8% | -1% | 2% | -1% | 0% | 5% | 1% | -2% | 1%&-4%
Pf growth 48h | 6% | · | ? | 3% | -22% | 21% | ? | 2% | 3% | 5.2µM*
Pf growth 96h | 20% | 10% | ? | 45%[activator] | 10% | 40%[activator] | ? | 11% | -5% | ?

51. Cc1cc(C(=O)Nc2ccc(F)cc2F)on1
52. CCNc1nc(Sc2ccc(C)cc2)cc(C(F)(F)F)n1
53. OCCc1c[nH]c2ccc(C(F)(F)F)cc12
54. CN(C)N=Nc1ccc(S(N)(=O)=O)cc1
55. CCc1nnc(NC(=O)c2cc3ccccc3oc2=O)s1
56. COc1ccccc1NC(=O)CCCn1c(=S)[nH]c2ccccc2c1=O

Compound | 51 | 52 | 53 | 54 | 55 | 56
CHX counter | 15* | -3 | -3 | -4 | 11* | 6
AMA1 RON2 block | 2% | 4% | -1% | 0% | 9% | 57%[activator]
LmPK inh | 1% | 3% | -1% | 0% | -1% | -2%[11.5 µM]
Shiga toxin inh | 6 | -8 | 5 | -6 | -3 | 0
Tb PYK inh | 3% | -11% | -1% | -1% | -6% | -4%
Pf growth 48h | 20% | 13% | -34% | 35%[activator] | 0% | ?
Pf growth 96h | 8% | 54%[activator] | 17% | 57%[activator] | · | -4%

Screening data as filed in PubChem.
